Source: PubChem (Sanford-Burnham Center for Chemical Genomics)
Jurkat NFkB inh – inhibitors of the PMA/ionomycin-induced NF-kB reporter in Jurkat cells; PMA/ionomycin-induced NF-kB luciferase reporter, luminescence; inhibition, % at 4 µM; 330,000 tested, 0.53% active; AID 435003
Apaf-1 inh – inhibitors of human Apaf-1 apoptosome | O14727 | 330,000 tested, 0.71% active | reconstituted apoptosome caspase-3 activity, DEVD-Rh110 fluorescence | inhibition, % at 20 µM; active = inhibition of at least 40% at 20 µM;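 also: plate controls were DMSO wells for no effect and DEVD-CHO caspase inhibitor wells for full effect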
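Material: cell-free apoptosome with Apaf-1, procaspase-3 and caspase-9; Buffer or medium: Hepes pH 7.5 with detergent and BSA; Reagent: cytochrome c trigger plus (Z-DEVD)2-Rh110 caspase-3 substrate; Times: compound with Apaf-1, dATP, procaspase-3 30 min, then 50 min reaction, room temperature; Technique: Rh110 fluorescence intensity.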
697 NFkB inh – lowers PMA/ionomycin-induced NF-kB signal in 697 B cells. 697 B-cell NF-kB luciferase reporter, 16 h. inhibition, % at 4 µM. 330,000 tested, 0.33% active. AID 435022; in the data active = inhibition above about 35%
SENP8 inh – inhibitors of human SENP8 protease | Q96LD8 | purified SENP8, Z-RLRGG-aminoluciferin cleavage, luminescence | inhibition, % at 10 µM | 330,000 tested, 1.2% active | AID 2540
Target sequence (Q96LD8 whole entry, looked up): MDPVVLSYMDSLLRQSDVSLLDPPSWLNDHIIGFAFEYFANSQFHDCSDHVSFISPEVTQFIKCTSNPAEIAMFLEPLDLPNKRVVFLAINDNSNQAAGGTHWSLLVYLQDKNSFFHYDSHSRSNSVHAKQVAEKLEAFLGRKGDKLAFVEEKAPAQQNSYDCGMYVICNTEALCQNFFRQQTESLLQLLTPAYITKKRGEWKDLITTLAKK
CCR6 antag – antagonists of human CCR6 receptor. P51684. CHO-K1 CCR6 PathHunter beta-arrestin, luminescence, CCL20-stimulated. inhibition, % at 20 µM. 340,000 tested, 0.49% active. AID 493098;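 active = compounds whose inhibition of the agonist-driven luminescence signal at 20 µM reaches about 50%, limit read from the data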;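 also: cells stimulated with CCL20 at 14 nM final; plate controls were DMSO with CCL20 for no effect and DMSO without agonist for full effect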
EBI2 antag – antagonists of human EBI2 receptor | P32249 | EBI2 beta-arrestin recruitment, luminescence, 7a,25-OHC stimulated | inhibition, % at 5 µM | 360,000 tested, 0.81% active | AID 651636; in the data active = inhibition above about 38%;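 also: enzyme fragment complementation signal reports receptor beta-arrestin coupling in cells; 0% = agonist plus DMSO wells and 100% = wells without agonist; some results beyond the cut were filed as inactive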
Target sequence (P32249 whole entry, looked up, the tested form may be a part): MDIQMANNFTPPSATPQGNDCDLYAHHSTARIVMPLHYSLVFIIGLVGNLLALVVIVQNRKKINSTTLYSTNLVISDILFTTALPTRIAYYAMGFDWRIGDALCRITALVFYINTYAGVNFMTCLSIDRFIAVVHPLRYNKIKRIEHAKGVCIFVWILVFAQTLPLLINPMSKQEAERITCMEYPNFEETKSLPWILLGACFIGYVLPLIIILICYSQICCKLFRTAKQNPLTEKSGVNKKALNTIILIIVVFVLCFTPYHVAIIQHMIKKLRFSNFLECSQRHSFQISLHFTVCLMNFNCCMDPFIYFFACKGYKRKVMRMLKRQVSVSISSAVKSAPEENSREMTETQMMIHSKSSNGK
UBC13 inh – human UBC13 polyubiquitination inhibition | UBC13 polyubiquitin chain formation, TR-FRET | inhibition, % at 20 µM | 330,000 tested, 0.47% active | AID 485273; in the data active = inhibition above about 45%, passing the limit was not always enough
Target sequence (P61088 whole entry, looked up): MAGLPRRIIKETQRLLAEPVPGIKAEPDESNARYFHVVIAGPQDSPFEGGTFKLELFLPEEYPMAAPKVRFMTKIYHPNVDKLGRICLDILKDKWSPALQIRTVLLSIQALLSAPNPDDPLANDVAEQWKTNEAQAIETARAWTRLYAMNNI
Gli-Sufu block – blocks Gli-Sufu signaling in a luciferase reporter; Sufu-KO-LIGHT fibroblasts, Gli luciferase reporter luminescence; inhibition, % at 5 µM; 340,000 tested, 0.74% active; AID 588413;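 active = inhibition above about 55%, limit read from the data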;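 also: 0% = DMSO-treated cells and 100% = wells with medium but no cells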
Active calls of the source: *. Rule as the data show it, unless noted: active = inhibition above about 50%; inactive = the rest.

`COc1ccc(C(C)=O)cc1COC(=O)c1ccc2c(c1)OCCO2` gave Jurkat NFkB inh 1, Apaf-1 inh 0, 697 NFkB inh 5, SENP8 inh 0, CCR6 antag 11, EBI2 antag 3, UBC13 inh 5 and Gli-Sufu block -2.
`CCCCNC(=O)c1sc2nc(C)cc(COC)c2c1-n1cccc1` gave Jurkat NFkB inh -5, Apaf-1 inh 5, 697 NFkB inh 14, SENP8 inh 10, CCR6 antag 12, EBI2 antag 13, UBC13 inh 0 and Gli-Sufu block -11.
O=C(CCS(=O)(=O)c1ccccc1)Nc1cccc2c1C(=O)NC2=O was read as Jurkat NFkB inh 0, Apaf-1 inh 3, 697 NFkB inh 20, SENP8 inh -12, CCR6 antag 0, EBI2 antag 2, UBC13 inh 0 and Gli-Sufu block -3.
For O=C(CCN1C(=O)/C(=C/c2ccccc2Cl)SC1=S)N1CCCC1 the results were Jurkat NFkB inh 13, Apaf-1 inh 24, 697 NFkB inh -3, SENP8 inh -6, CCR6 antag 28, EBI2 antag -19, UBC13 inh -27 and Gli-Sufu block 11.
Screening CCOC(=O)c1c(C)n(OC)c2ccc3c(no[n+]3[O-])c12 returned Jurkat NFkB inh -1, Apaf-1 inh 6, 697 NFkB inh 4, SENP8 inh -3, CCR6 antag 8, EBI2 antag 0, UBC13 inh -3 and Gli-Sufu block -1.
For CCN1CCN(CC(=O)c2c[nH]c3ccccc23)CC1 the results were Jurkat NFkB inh -13, Apaf-1 inh 15, 697 NFkB inh -2, SENP8 inh -4, CCR6 antag -5, EBI2 antag 2, UBC13 inh -9 and Gli-Sufu block -1.
For CC(=O)Oc1ccccc1C1=NN(C(=O)/C=C/c2ccccc2)C(c2ccccc2)C1 (stereo unspecified) the results were Jurkat NFkB inh 12, Apaf-1 inh 10, 697 NFkB inh 16, SENP8 inh 3, CCR6 antag 26, EBI2 antag 13, UBC13 inh 6 and Gli-Sufu block 2.
Screening CC(C)CN(CC(C)C)C(=O)CN1c2cccc3cccc(c23)S1(=O)=O returned Jurkat NFkB inh -4, Apaf-1 inh 22, 697 NFkB inh -16, SENP8 inh -9, CCR6 antag 0, EBI2 antag -1, UBC13 inh 6 and Gli-Sufu block 10.
For CN(Cc1ccccc1)C(=O)c1nc[nH]c1C(=O)N1CCN(c2ccccc2)CC1 the results were Jurkat NFkB inh -4, Apaf-1 inh -11, 697 NFkB inh 1, SENP8 inh 1, CCR6 antag 0, EBI2 antag 2, UBC13 inh 11 and Gli-Sufu block -4.
Screening CCCC(=O)Nc1cc(-c2cn3cccnc3n2)ccc1OC returned Jurkat NFkB inh 2, Apaf-1 inh -17, 697 NFkB inh 4, SENP8 inh 3, CCR6 antag 6, EBI2 antag 0, UBC13 inh 4 and Gli-Sufu block 4.
CC1CN(C(=O)C(C)N2C(=O)c3ccccc3C2=O)CC(C)O1 (stereo unspecified) was read as Jurkat NFkB inh 4, Apaf-1 inh -11, 697 NFkB inh 27, SENP8 inh -2, CCR6 antag -5, EBI2 antag 4, UBC13 inh 10 and Gli-Sufu block -1.
Screening O=C(CNc1cc(S(=O)(=O)N2CCCC2)ccc1OCC(F)(F)F)Nc1ccc(SC(F)F)cc1 returned Jurkat NFkB inh 36, Apaf-1 inh -12, 697 NFkB inh -20, SENP8 inh 7, CCR6 antag 15, EBI2 antag 1, UBC13 inh 6 and Gli-Sufu block 48.
COc1ccc(-c2cn(-c3ccc(SC(F)F)cc3)c3[n+]2CCC3)cc1OC was read as Jurkat NFkB inh -6, Apaf-1 inh 2, 697 NFkB inh 3, SENP8 inh 3, CCR6 antag 2, EBI2 antag -8, UBC13 inh 14 and Gli-Sufu block 2.
For O=C1NCC(=O)N(Cc2ccccc2)/C1=C/c1ccccc1 the results were Jurkat NFkB inh -13, Apaf-1 inh -1, 697 NFkB inh -7, SENP8 inh -1, CCR6 antag 5, EBI2 antag 7, UBC13 inh -6 and Gli-Sufu block 23.
`CCCCN1C(=S)NC[C@@H]1Cc1ccc(O)cc1` gave Jurkat NFkB inh 18, Apaf-1 inh 1, 697 NFkB inh 11, SENP8 inh -2, CCR6 antag 6, EBI2 antag -1, UBC13 inh 9 and Gli-Sufu block -1.
Screening COc1ccc(OC)c(C2NC(=O)CCC2[N+](=O)[O-])c1 (stereo unspecified) returned Jurkat NFkB inh 7, Apaf-1 inh 2, 697 NFkB inh 11, SENP8 inh 4, CCR6 antag 0, EBI2 antag -7, UBC13 inh 5 and Gli-Sufu block 4.
Screening CN(CC(=O)NCc1ccccn1)S(=O)(=O)c1ccccc1 returned Jurkat NFkB inh 8, Apaf-1 inh -10, 697 NFkB inh 4, SENP8 inh 2, CCR6 antag 12, EBI2 antag -2, UBC13 inh 0 and Gli-Sufu block -2.
CC12CCC(C(N)=O)(c3nc4ccccc4nc31)C2(C)C (stereo unspecified) was read as Jurkat NFkB inh 5, Apaf-1 inh 0, 697 NFkB inh 3, SENP8 inh -3, CCR6 antag -9, EBI2 antag 5, UBC13 inh -7 and Gli-Sufu block 4.
Cc1ccc(-c2c(C(=O)N/N=C/c3ccc(C)o3)nnn2-c2nonc2N)cc1 was read as Jurkat NFkB inh 5, Apaf-1 inh 5, 697 NFkB inh 5, SENP8 inh 1, CCR6 antag 16, EBI2 antag -8, UBC13 inh -17 and Gli-Sufu block -1.
`COC(=O)CNC(=O)c1c(C)cc(=O)oc1C` gave Jurkat NFkB inh 5, Apaf-1 inh -11, 697 NFkB inh 9, SENP8 inh 3, CCR6 antag 4, EBI2 antag -4, UBC13 inh 7 and Gli-Sufu block -9.
For CC1CCN(C(=O)c2[nH]cnc2C(=O)N[C@@H](C)C(=O)OCc2ccccc2)CC1 the results were Jurkat NFkB inh 7, Apaf-1 inh 5, 697 NFkB inh 9, SENP8 inh -8, CCR6 antag -7, EBI2 antag -6, UBC13 inh 0 and Gli-Sufu block -28.
`Nc1nncn1C(=O)CCc1ccccc1` gave Jurkat NFkB inh -11, Apaf-1 inh -7, 697 NFkB inh 14, SENP8 inh 2, CCR6 antag -9, EBI2 antag 11, UBC13 inh 7 and Gli-Sufu block -9.
COc1ccc(C(=O)N/N=C/c2ccc(OC)c(COc3c(F)c(F)cc(F)c3F)c2)cc1 was read as Jurkat NFkB inh 3, Apaf-1 inh 0, 697 NFkB inh -4, SENP8 inh -2, CCR6 antag 10, EBI2 antag 12, UBC13 inh -7 and Gli-Sufu block 8.
CN(Cc1ccccc1)C(=O)c1cc(-c2ccc(Br)cc2)on1 was read as Jurkat NFkB inh -13, Apaf-1 inh 13, 697 NFkB inh -6, SENP8 inh -6, CCR6 antag 0, EBI2 antag 41, UBC13 inh 1 and Gli-Sufu block -24.
CCOC(=O)Cc1csc(NC(=O)NC2(C(F)(F)F)Oc3ccccc3O2)n1 was read as Jurkat NFkB inh 7, Apaf-1 inh -9, 697 NFkB inh 15, SENP8 inh 4, CCR6 antag -14, EBI2 antag -12, UBC13 inh 10 and Gli-Sufu block 21.
CCC(=O)Nc1cccc(C(=O)N(Cc2ccccc2)Cc2ccccc2)c1 was read as Jurkat NFkB inh 0, Apaf-1 inh 12, 697 NFkB inh -6, SENP8 inh -8, CCR6 antag 5, EBI2 antag 7, UBC13 inh -9 and Gli-Sufu block 2.
Screening O=C(NC(=O)c1ccccc1)C1=C(N2CCCC2)COC1=O returned Jurkat NFkB inh -92, Apaf-1 inh 3, 697 NFkB inh -104, SENP8 inh -17, CCR6 antag -3, EBI2 antag -12, UBC13 inh -19 and Gli-Sufu block -63.
`N=c1c2c3c(sc2ncn1CCCN1CCOCC1)CCCCC3` gave Jurkat NFkB inh -3, Apaf-1 inh 19, 697 NFkB inh -13, SENP8 inh -8, CCR6 antag 4, EBI2 antag 0, UBC13 inh -7 and Gli-Sufu block 8.
Screening CN1CCN(CC(O)(c2ccc(Cl)cc2)c2ccc(Cl)cc2)CC1 returned Jurkat NFkB inh -9, Apaf-1 inh 11, 697 NFkB inh -9, SENP8 inh -9, CCR6 antag 4, EBI2 antag -2, UBC13 inh 2 and Gli-Sufu block 8.
For COc1cccc(N2CCN(C(=O)CCNS(=O)(=O)c3ccc(F)c(F)c3)CC2)c1 the results were Jurkat NFkB inh -6, Apaf-1 inh 23, 697 NFkB inh -2, SENP8 inh 8, CCR6 antag 5, EBI2 antag -6, UBC13 inh 6 and Gli-Sufu block -4.
For O=C(COC(=O)c1cccnc1Cl)NCCCc1ccccc1 the results were Jurkat NFkB inh -7, Apaf-1 inh 2, 697 NFkB inh 21, SENP8 inh 1, CCR6 antag -2, EBI2 antag -2, UBC13 inh -6 and Gli-Sufu block -2.
Screening CCOc1nc(-c2ccccc2)c2cc(Br)ccc2n1 returned Jurkat NFkB inh -5, Apaf-1 inh 19, 697 NFkB inh -14, SENP8 inh -5, CCR6 antag 19, EBI2 antag -5, UBC13 inh 26 and Gli-Sufu block 15.
`CC1CC(C)CN(C(=O)C(C)N(C)CC(=O)Nc2ccc(Cl)cc2)C1` (stereo unspecified) gave Jurkat NFkB inh 6, Apaf-1 inh 3, 697 NFkB inh -3, SENP8 inh 1, CCR6 antag -4, EBI2 antag -9, UBC13 inh 8 and Gli-Sufu block -1.
`CCOc1cc(CNn2cnnc2)ccc1OCC(=O)NC1CCCCC1` gave Jurkat NFkB inh -3, Apaf-1 inh -22, 697 NFkB inh 3, SENP8 inh 11, CCR6 antag -5, EBI2 antag -8, UBC13 inh 5 and Gli-Sufu block 6.
Screening O=C1c2ccccc2S(=O)(=O)c2cc(N3CCOCC3)ccc21 returned Jurkat NFkB inh -62, Apaf-1 inh 16, 697 NFkB inh -172, SENP8 inh 46, CCR6 antag 14, EBI2 antag 7, UBC13 inh -42 and Gli-Sufu block -66.
`N#Cc1cc2cc3c(cc2nc1NCCNC(=S)NCCCN1CCOCC1)OCO3` gave Jurkat NFkB inh -8, Apaf-1 inh 8, 697 NFkB inh 9, SENP8 inh 0, CCR6 antag -1, EBI2 antag -15, UBC13 inh 2 and Gli-Sufu block 3.
Screening COCCC(=O)N1CCC(Oc2ccc(C(=O)N3CCCC(CCCO)C3)cc2)CC1 (stereo unspecified) returned Jurkat NFkB inh 2, Apaf-1 inh 9, 697 NFkB inh 22, SENP8 inh 6, CCR6 antag 2, EBI2 antag -10, UBC13 inh 5 and Gli-Sufu block 3.
Screening CC(C)(C)c1ccc(C2(C)NC(=O)N(CC(=O)Nc3ccc4c(c3)OCO4)C2=O)cc1 (stereo unspecified) returned Jurkat NFkB inh 0, Apaf-1 inh 1, 697 NFkB inh -14, SENP8 inh 5, CCR6 antag 1, EBI2 antag -4, UBC13 inh 7 and Gli-Sufu block 4.
Screening CCc1cccc(C)c1N1C(=O)CC(C)(C)CC1=O returned Jurkat NFkB inh 4, Apaf-1 inh 4, 697 NFkB inh 9, SENP8 inh 0, CCR6 antag 7, EBI2 antag 2, UBC13 inh -4 and Gli-Sufu block 3.
Screening N#Cc1cnc2cc(-c3ccccc3)nn2c1N returned Jurkat NFkB inh -15, Apaf-1 inh -19, 697 NFkB inh -62, SENP8 inh 6, CCR6 antag 9, EBI2 antag -3, UBC13 inh -7 and Gli-Sufu block -21.

In the list so far, these contain an NH in an aromatic ring:
For CCN1CCN(CC(=O)c2c[nH]c3ccccc23)CC1 the results were Jurkat NFkB inh -13, Apaf-1 inh 15, 697 NFkB inh -2, SENP8 inh -4, CCR6 antag -5, EBI2 antag 2, UBC13 inh -9 and Gli-Sufu block -1.
For CN(Cc1ccccc1)C(=O)c1nc[nH]c1C(=O)N1CCN(c2ccccc2)CC1 the results were Jurkat NFkB inh -4, Apaf-1 inh -11, 697 NFkB inh 1, SENP8 inh 1, CCR6 antag 0, EBI2 antag 2, UBC13 inh 11 and Gli-Sufu block -4.
For CC1CCN(C(=O)c2[nH]cnc2C(=O)N[C@@H](C)C(=O)OCc2ccccc2)CC1 the results were Jurkat NFkB inh 7, Apaf-1 inh 5, 697 NFkB inh 9, SENP8 inh -8, CCR6 antag -7, EBI2 antag -6, UBC13 inh 0 and Gli-Sufu block -28.

A portion of the library (hit frequency here may not be typical).
